E-selectin induc: E-selectin induction in HUVECs, primary screen, imaging, HUVEC, immunofluorescence imaging, single point. normalized: neutral wells 0, TNF-alpha wells 100. hit rate 0.37% among 260,000. P16581. activation, % at 7.58 µM;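 active means mean E-selectin-positive cell signal at least 10% of the positive control, reached in at least 60% of replicates, without over 20% cell loss; inconclusive means no rule given, readout overlaps actives, possibly toxicity-flagged; inactive means the rest, including those meeting only one limit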;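 further: in these data hits start at about 27%; measured in HUVEC primary endothelial cells; signal is the percent of cells scored E-selectin positive by PE staining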
Target sequence (P16581 whole entry, looked up): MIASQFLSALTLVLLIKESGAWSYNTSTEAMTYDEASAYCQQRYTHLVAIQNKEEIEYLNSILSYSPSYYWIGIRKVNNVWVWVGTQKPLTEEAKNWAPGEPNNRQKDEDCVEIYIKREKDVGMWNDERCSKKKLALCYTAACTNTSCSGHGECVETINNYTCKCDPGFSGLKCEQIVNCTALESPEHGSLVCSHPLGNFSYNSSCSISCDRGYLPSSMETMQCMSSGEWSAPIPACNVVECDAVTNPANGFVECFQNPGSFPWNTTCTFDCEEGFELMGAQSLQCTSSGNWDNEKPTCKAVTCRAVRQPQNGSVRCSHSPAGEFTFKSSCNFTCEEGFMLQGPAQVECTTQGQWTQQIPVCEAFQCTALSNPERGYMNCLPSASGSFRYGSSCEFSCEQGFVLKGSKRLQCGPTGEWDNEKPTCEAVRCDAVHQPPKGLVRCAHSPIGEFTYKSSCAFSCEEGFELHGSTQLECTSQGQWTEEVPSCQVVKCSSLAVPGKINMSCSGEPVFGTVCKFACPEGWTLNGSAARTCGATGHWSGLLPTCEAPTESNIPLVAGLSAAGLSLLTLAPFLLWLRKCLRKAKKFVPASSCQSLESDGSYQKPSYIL
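assay system = HUVEC, human umbilical vein endothelial cells | input = 3,000 HUVEC seeded per well | medium = EGM-2 growth medium on 0.1% gelatin-coated wells | dosing = one compound dose added by pin transfer | signal = immunofluorescence imaging | read-out basis = % PE-positive cells | control set = TNF-alpha, DMSO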
DENV2 CPE: inhibitors of DENV2 cytopathic effect, primary screen, cell-based, plate reader, single concentration. CPE inhibition, % at 9.99 µM. hit rate 1.7% among 350,000. DENV2-infected cells, cytopathic effect rescue; in the data active means CPE inhibition above about 20%, passing the limit was not always enough; inconclusive means no clear call, values can overlap the other calls; tested in BHK-21 cells;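 further: 0% = median of neutral control wells and 100% = median of positive control wells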
PglD inh: C. jejuni PglD acetyltransferase inhibitors, primary screen, biochemical, DTNB colorimetric, single point; UDP-N-acetylbacillosamine N-acetyltransferase PglD (Campylobacter jejuni); hit rate 0.098% among 360,000; AID 602405, 2012; inhibition, % at 12.5 µM; purified PglD enzyme, DTNB colorimetric CoA detection; in the data active means inhibition above about 16%, passing the limit was not always enough; inconclusive means no clear call, values can overlap the other calls; further: strong numbers were not always called active
C2C12 statin: suppressors of statin myotoxicity in C2C12 myotubes, primary screen, cell-based, single point, plate reader | C2C12 myotubes + simvastatin, ATP luminescence, 48 h; scaled: DMSO 0, geranylgeraniol control 100 | rescue of ATP level, % at 7.49 µM | hit rate 0.78% among 330,000;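 active means mean ATP rescue above about 67%, or every replicate alone reaching that limit, limit read from the data, passing the limit was not always enough; inconclusive means no clear call, values can overlap the other calls; inactive means mean under the limit and some replicate under it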;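 further: myotubes were challenged with 10 µM simvastatin during compound exposure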
S100A4 MyoIIA: inhibitors of S100A4-myosin IIA peptide binding, primary screen, biochemical, fluorescence polarization, TAMRA-MyoIIA peptide; hit rate 0.14% among 360,000; Protein S100-A4 (Homo sapiens), P26447; AID 652163, 2013; inhibition, % at 10.7 µM;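 active means mean inhibition of at least 70% across replicates, with every replicate also reaching that level; inconclusive means mean inhibition reaches 70% but some replicates fall short; inactive means mean inhibition below 70%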
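Material: S100A4 monomer (human). Medium: Calcium-containing HEPES buffer, pH 7.2. Probe or stimulus: labelled myosin peptide probe, 5 nM. Compound dosing: one concentration per compound. Timing: polarization read 5 min after assay mix addition, stable 5–60 min. Benchmarks: DMSO as neutral control, TFP as positive control.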
ERp5 inh: inhibitors of ERp5-driven insulin aggregation, primary screen, biochemical, turbidity, absorbance 650 nm, single point | Protein disulfide-isomerase A6 (Homo sapiens), Q15084 | 90 min | inhibition, % at 9.99 µM | hit rate 0.05% among 350,000;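 active means mean replicate inhibition above about 25%, with every replicate also reaching it, limit read from the data, passing the limit was not always enough; inconclusive means only one of those two criteria met; inactive means neither criterion met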
Target sequence (Q15084 whole entry, looked up): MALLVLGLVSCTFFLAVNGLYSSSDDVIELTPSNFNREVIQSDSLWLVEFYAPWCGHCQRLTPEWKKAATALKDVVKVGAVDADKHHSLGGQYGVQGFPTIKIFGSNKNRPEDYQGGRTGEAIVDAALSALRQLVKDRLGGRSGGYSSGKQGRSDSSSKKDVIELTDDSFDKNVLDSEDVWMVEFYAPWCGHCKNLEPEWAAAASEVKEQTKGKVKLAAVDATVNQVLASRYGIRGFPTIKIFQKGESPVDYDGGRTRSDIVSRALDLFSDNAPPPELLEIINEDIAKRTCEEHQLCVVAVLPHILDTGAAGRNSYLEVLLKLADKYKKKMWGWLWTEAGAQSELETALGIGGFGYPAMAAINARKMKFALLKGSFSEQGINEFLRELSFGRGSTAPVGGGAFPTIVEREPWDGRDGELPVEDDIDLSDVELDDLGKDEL
SIRT5 block: SIRT5 desuccinylase inhibitors, primary screen, biochemical, fluorescence imaging, single point, set 5; NAD-dependent protein deacylase sirtuin-5, mitochondrial (Homo sapiens), Q9NXA8; Purified SirT5, succinyl-peptide AMC, trypsin-coupled fluorescence; inhibition, % at 15 µM; hit rate 1.1% among 330,000; in the data active means inhibition above about 15%; inconclusive means no clear call, values can overlap the other calls
* = called active by the depositor; ? = inconclusive; / = no result given. Some of the compounds tested; count on the stated rates, not on these rows.

Start of the data: the first 4 entries (preview)
SMILES	E-selectin induc	DENV2 CPE	PglD inh	C2C12 statin	S100A4 MyoIIA	ERp5 inh	SIRT5 block
COc1ccc(OCCCC(=O)OCC(=O)Nc2ncc(Cl)cc2Cl)cc1	0.5	-4	-1	13	-2	-2	12
COc1ccc(C)cc1NS(=O)(=O)c1ccc2c(c1)N(C)CCO2	/	3	4	-1	84*	-4	-1
Cc1ccc(CSCC(=O)NCCCN2CCOCC2)cc1	0.0	4	-5	/	-4	1	-4
Cc1noc2ncnc(Oc3ccccc3Cl)c12	-2.7	-2	/	/	-7	-8	-4

All compounds of this part, previewed entries included:
SMILES	E-selectin induc	DENV2 CPE	PglD inh	C2C12 statin	S100A4 MyoIIA	ERp5 inh	SIRT5 block
COc1ccc(OCCCC(=O)OCC(=O)Nc2ncc(Cl)cc2Cl)cc1	0.5	-4	-1	13	-2	-2	12
COc1ccc(C)cc1NS(=O)(=O)c1ccc2c(c1)N(C)CCO2	/	3	4	-1	84*	-4	-1
Cc1ccc(CSCC(=O)NCCCN2CCOCC2)cc1	0.0	4	-5	/	-4	1	-4
Cc1noc2ncnc(Oc3ccccc3Cl)c12	-2.7	-2	/	/	-7	-8	-4
Cn1c(NNC(=O)/C=C/c2ccc3c(c2)OCO3)cc(=O)n(C)c1=O	10	/	0	-17	-4	-1	-2
CC(=O)N1CC[C@@H]2[C@H](CO)Nc3ccc(-c4ccccc4)cc3[C@@H]21	-0.1	?	2	-10	-45	5	8
Cc1ccc(-c2nc(CSCC(=O)N3CCN(C(=O)c4ccco4)CC3)c(C)o2)cc1	-0.1	-4	-1	-10	-2	1	/
COc1cc(-c2cc(C(=O)Nc3cc(S(=O)(=O)N4CCOCC4)ccc3O)c3ccccc3n2)cc(OC)c1OC	-0.1	-2	-1	-7	8	-2	6
O=C(COC(=O)/C=C/c1ccccc1)NCc1ccccc1Cl	/	11	0	2	5	3	0
O=C(COC(=O)CCC(=O)c1ccc(Cl)cc1)NCCc1ccccc1	-0.8	-3	/	/	-7	-2	0
CC(=O)Nc1ccc(S(=O)(=O)N2CCSC2)cc1	/	-1	-1	2	3	1	-1
Cc1ccnc(NC(=O)Nc2cccc(F)c2)n1	/	1	/	-3	2	3	-6
CCCCC[C@@H]1C=C(C(=O)O)[C@H](c2ccc(Cl)cc2)N1S(=O)(=O)c1ccc(C)cc1	/	-13	3	11	-21	-1	7
CO[C@@H]1CC[C@@H]2CCN(C)C(=O)[C@H](C)N(C)C(=O)c3cccc(C#N)c3OC[C@H]1O2	0.1	?	0	-10	9	-2	-4
Cc1cc(C)cc(NC(=S)NCCCN2CCOCC2)c1	/	/	/	/	9	3	-5
CCOC(=O)c1c(C)[nH]c(C(=O)OC(C)C(=O)NCc2ccccc2)c1C (configuration not stated)	-1.9	-2	-3	5	-9	1	1
C[C@H]1CN([C@@H](C)CO)C(=O)c2cc(C#CCN(C)C)cnc2O[C@@H]1CN(C)S(=O)(=O)c1cn(C)cn1	1.1	-9	3	11	-2	-3	0
CCCC(=O)Nc1ccc2c(c1)C(=O)N(C)C[C@H](OC)[C@@H](C)CN(Cc1ccccn1)[C@@H](C)CO2	-0.2	5	-1	4	3	2	-7
CC[C@@]1(C(=O)OC)N[C@H](CN(C)S(=O)(=O)c2ccc(C(C)(C)C)cc2)[C@@H]2C(=O)N(C)C(=O)[C@@H]21	/	-10	1	3	-8	1	-4
C[C@H]1CN([C@@H](C)CO)C(=O)c2cc(-c3cccc(F)c3)cnc2O[C@H]1CN(C)C	-0.3	7	3	4	-6	-2	-1
COc1ccccc1NS(=O)(=O)c1ccc(C(=O)N2CCCCCCC2)cc1	/	6	/	-9	3	-9	-4
CCCCN(C)C(=O)c1nc2ccccn2c1CNCCCn1ncc2ccccc21	-2.9	-10	2	/	-5	2	1
COc1cccc(NC(=O)Cn2nnc(C(=O)NCc3ccc4c(c3)OCO4)c2N)c1	/	-3	0	3	5	-4	-2
N#CC1(NC(=O)COC(=O)Cc2c[nH]c3ccccc23)CCCCC1	-0.1	-8	8	64	11	-1	/
Cc1ccnc(N2CCN(C(=O)CSc3nc4ccccc4nc3N3CCC(C)CC3)CC2)c1	/	0	/	8	-2	1	-5
O=C(C[C@@H]1CC[C@H](NC(=O)C2CCOCC2)[C@@H](CO)O1)NCC1CC1	-0.6	7	/	/	1	1	-12
Cc1cccc(C(=O)c2cn[nH]c2-c2ccc(C)cc2O)c1	/	0	-2	-1	-3	?	-2
C#CCOCCOCCOCCNc1nc(N2CCN(C(=O)[C@H](CO)n3cc([C@@H](N)C(C)C)nn3)CC2)nc(N2CCN(C(=O)[C@H](CO)n3cc([C@@H](N)C(C)C)nn3)CC2)n1	0.0	10	-1	2	-3	6	-5
CN(C(=O)c1ccc(Br)o1)C1CCS(=O)(=O)C1 (configuration not stated)	/	-5	-6	-6	-2	3	0
Cc1cc(=O)oc(C)c1C(=O)OCC(=O)c1ccccc1	/	/	-7	-3	-2	0	-5
COCC(=O)Nc1ccc2c(c1)OC[C@@H](C)N(Cc1ccccc1)C[C@@H](C)[C@H](OC)CN(C)C2=O	-0.2	-2	/	/	2	-5	1
COc1ccc(N2CCN(C(=O)Cn3c(=O)c4cccn4c4cccnc43)CC2)cc1	/	10	3	15	-3	3	-3
CCn1c(SCC(=O)Nc2sccc2C(N)=O)nnc1C1CC1	/	-8	1	15	-6	6	-5
O=C1C=CC(=O)c2c(O)c(N3CCN(CCO)CC3)c(Cl)c(O)c21	-0.1	4	/	-183	16	0	-1
O=C(CCNc1cccc(Cl)c1)c1cccs1	/	9	/	/	-9	1	0
O=C(NC(=S)NCC1CCCO1)c1ccc(Cl)cc1 (configuration not stated)	0.0	-1	/	/	-4	-6	-2
O=C(NCCNc1cc(Cl)ccc1[N+](=O)[O-])c1ccco1	-1.2	-13	4	/	1	2	8
Cc1nc2ncnn2c(C)c1CCC(=O)NCCC1=CCCCC1	-2.0	/	-1	-6	/	/	/
Cc1ccc(S(=O)(=O)c2nc(NN(C)C)sc2Cl)cc1	/	13	/	/	-4	7	7
O=C(Nc1cccc(C(=O)N2CCCCC2)c1)c1ccc(Cl)cc1	/	0	-2	-1	1	2	1
Cc1ccc(S(=O)(=O)N2CCCOC2CNC(=O)C(=O)NCc2ccccc2C)cc1 (configuration not stated)	/	-6	-3	10	2	2	-5
O=C(Nc1cccc(F)c1)N1CCCCN2[C@@H](CO)[C@@H](c3ccc(-c4ccccc4F)cc3)[C@@H]2C1	0.1	1	-4	/	-2	3	0
COc1cc(CN2CCCC(C(=O)c3ccc(SC)cc3)C2)cc(Cl)c1O (configuration not stated)	0.3	-5	9	-16	-6	0	1
CCS(=O)(=O)N1CC2(C1)[C@H](c1ccccc1)[C@@H](CO)N2CC1CCCC1	0.2	-7	/	/	-12	2	0
O=[N+]([O-])c1cccnc1SCc1ccccc1	0.3	9	-1	2	-4	-2	-3
CCNCc1cc2cc(C)ccc2[nH]c1=O	/	5	3	2	-1	3	9
COc1ccccc1CNC(=O)C[C@@H]1C[C@@H]2c3cc(NC(=O)Cc4ccncc4)ccc3O[C@@H]2[C@@H](CO)O1	0.2	-15	-2	-5	-4	1	-4
CCOc1ccc(NC(=O)NC(=O)N(C)S(=O)(=O)c2ccc(C)cc2)cc1	/	0	-2	-2	-3	-8	-2
COCCNC(=O)c1ccc(N2CC3CC(C2)c2cccc(=O)n2C3)c(NC(=O)c2ccc(C(C)(C)C)cc2)c1 (configuration not stated)	0.0	2	-1	-6	-1	4	-2
COCCn1cc(C(=O)NCCN(C)C)c2c3ccccc3n(C)c2c1=O	/	3	-2	-16	-9	8	-6
CN(C)c1nc(C(=O)OCCO)nc(N(C)C)n1	0.6	/	-2	4	/	/	/
O=C(Nc1ccc(F)cc1F)C1CCCN(c2ncnc3c2nc2n3CCCCC2)C1 (configuration not stated)	/	/	1	-6	-1	5	1
COc1ccccc1OCCCC(=O)NCc1ccco1	/	/	/	/	-4	-2	-1
Cc1ccc(S(=O)(=O)N[C@@H](Cc2ccccc2)C(=O)N2CCC(C(=O)N[C@@H](CCC(N)=O)C(=O)O)CC2)cc1	66*	0	0	5	1	8	-4
CCc1cccc(N(C(=O)c2csnn2)C(C(=O)NC2CCCCC2)c2ccncc2)c1 (configuration not stated)	/	12	1	3	1	1	2
O=C(C[C@@H]1C[C@H]2c3cc(NC(=O)NC4CCCC4)ccc3O[C@H]2[C@@H](CO)O1)NCc1ccc(-c2ccccc2)cc1	-0.1	1	4	6	-17	3	-2
O=C(Nc1ccccc1F)N1[C@@H](CO)[C@@H]2c3ccccc3NC[C@@H]21	0.0	-2	2	-10	-1	-1	-3
O=C(CNCc1ccccc1)NCCCN1CCCC1=O	0.0	-3	5	-2	-8	0	17*
O=C(OCC(O)COC(=O)c1cccnc1)c1cccnc1	/	7	2	-3	1	5	-1
C[C@H](CO)N1C[C@H](C)[C@H](CN(C)C(=O)Cc2ccccc2)OCCCC[C@H](C)Oc2ccc(NC(=O)Nc3ccc(C(F)(F)F)cc3)cc2C1=O	1.1	12	-2	97*	-41	2	0
Next section.
SMILES	E-selectin induc	DENV2 CPE	PglD inh	C2C12 statin	S100A4 MyoIIA	ERp5 inh	SIRT5 block
COc1cccc2cc(C(=O)NCc3ccco3)c(=Nc3ccc(C(=O)O)cc3)oc12	/	/	0	7	-1	-1	2
CCCNC(=O)C1(CC2CC(c3ccccc3)=NO2)CCN(C(=O)Cc2ccc(F)cc2)CC1 (configuration not stated)	-0.2	-1	-2	5	-1	1	-1
CCOC(=O)c1ccc(NC(=O)CSc2nc(=O)n3cccc(C)c3n2)cc1	-0.1	-7	9	-14	0	6	3
CCCCNC(=O)C1C(c2ccc(C(F)(F)F)cc2)=Nc2ccccc2N1C(C)=O (configuration not stated)	0.2	3	/	/	-3	1	-2

Rewritten as labelled records: 2 of the compounds above.
SMILES: CCCNC(=O)C1(CC2CC(c3ccccc3)=NO2)CCN(C(=O)Cc2ccc(F)cc2)CC1 (configuration not stated)
  E-selectin induc: -0.2
  DENV2 CPE: -1
  PglD inh: -2
  C2C12 statin: 5
  S100A4 MyoIIA: -1
  ERp5 inh: 1
  SIRT5 block: -1
SMILES: CCOC(=O)c1ccc(NC(=O)CSc2nc(=O)n3cccc(C)c3n2)cc1
  E-selectin induc: -0.1
  DENV2 CPE: -7
  PglD inh: 9
  C2C12 statin: -14
  S100A4 MyoIIA: 0
  ERp5 inh: 6
  SIRT5 block: 3
